# Assay outcomes deposited in PubChem by NCI.
# NCI-60 one-dose screen, 48 h, at 10 µM unless noted. Numbers give growth in % (100 = growth as untreated, 0 = no growth, -100 = all killed).
# SK-MEL-28: SK-MEL-28 melanoma; 81,000 compounds, 4.1% hits
# HOP-92: HOP-92 NSCLC cells; 71,000 compounds, 6.3% hits
# A549/ATCC: A549/ATCC NSCLC; 81,000 compounds, 3.7% hits; AID 1794740
# SK-MEL-5: SK-MEL-5 melanoma | 80,000 compounds, 6.4% hits | AID 1794755
# UACC-257: UACC-257 melanoma; 78,000 compounds, 4.4% hits; AID 1794764
# M14: M14 melanoma. 80,000 compounds, 6.2% hits. AID 1794745
# EKVX: EKVX NSCLC | 71,000 compounds, 3% hits | AID 1794765
# UACC-62: UACC-62 melanoma | 81,000 compounds, 5.4% hits
# Numbers without * were called inactive; / = not tested or not shown; & = joins results of further samples; ! = not confirmed by another sample; [ ] = dose if it differs, or a comment. The calls were made as follows: active = growth percent below 10; inactive = the rest. Hits appear at their usual frequency; 9.8% or so of the library scored in one or more.
SMILES,SK-MEL-28,HOP-92,A549/ATCC,SK-MEL-5,UACC-257,M14,EKVX,UACC-62
CCOC(=O)c1ccc(/C=C/c2ccc(S(=O)(=O)O)cc2)cc1,97,85,99,104,102,105,102,92
CC/C=C\C[C@H]1C/C=C2/C(=O)C(Cl)=C[C@@H]2C/C=C\CCCC(=O)O1,-43*,-57*,-9.2*,-63*,/,-47*,-82*,-53*
N#Cc1cccc(C2C3=C(COC3=O)N(CCO)c3cc4c(cc32)CCC4)c1 (stereo not drawn),51,43,12,-3.4*,69,2.6*,41,46
CC(N=C(NC#N)Nc1ccncc1)C(C)(C)C (stereo not drawn),102,/,96,103,101,112,99,107
COc1cc2nc(Cl)nc(NCCO)c2cc1OC,112,96,98,102,99,110,/,108
CC(=O)CC(=O)Nc1ccc(NC(=O)CC(C)=O)cc1,98,106,97,105,108,111,113,102
Cc1ccc(N=Cc2cc3ccccc3nc2N2C(=O)CC(=O)NC2=O)cc1,104,101,89,99,89,97,97,94
CCCCCCCCOc1ccc(/C=N/Nc2cc(C)nc3ccc(Cl)cc23)cc1OCCCCCCCC,111,108,99,110,112,103,108,97
CC(C)(C)n1cc(-c2ccnc(NCCNS(=O)(=O)c3ccc(F)cc3)c2)c(-c2ccccc2)n1,105,37,85,75,110,99,72,80
Cc1ccc(S(=O)(=O)N2CC=C(N)N2)cc1,111&104,100&99,105&97,107&104,94&91,105&110,104,115&104
O=c1[nH][n+](-c2no[n+]([O-])c2-c2ccc(Cl)cc2)no1,102,102,104,/,96,88,90,96
O=C1CCCC=CC[C@H]2C=C(Cl)C(=O)C2=CC[C@H](CCCCC(F)(F)F)OC(=O)CCCC=CC[C@H]2C=C(Cl)C(=O)C2=CC[C@H](CCCCC(F)(F)F)OC(=O)CCCC=CC[C@H]2C=C(Cl)C(=O)C2=CC[C@H](CCCCC(F)(F)F)OC(=O)CCCC=CC[C@H]2C=C(Cl)C(=O)C2=CC[C@H](CCCCC(F)(F)F)O1,97[3.5 µM],119[3.5 µM],95[3.5 µM],93[3.5 µM],89[3.5 µM],94[3.5 µM],106[3.5 µM],/
N/C(=N\C(N)=N\c1nc2ccccc2s1)c1ccccc1,97,94,94,99,106,99,82,85
ClCC(Cl)C1CC2C=CC1C2 (stereo not drawn),106,99,115,107,131,106,/,107
COC(=O)C(Cc1ccccc1)NC(=O)CCCNC(=O)OCc1ccccc1 (stereo not drawn),112,94,104,100,103,98,101,101
NC1=NC(c2ccc(F)cc2)c2c(n[nH]c2N)N1 (stereo not drawn),108,/,88,103,100,106,98,95
Brc1ccc(-c2nn(-c3ccccc3)cc2-c2nn[nH]n2)s1,96,62,94,90,98,97,83,85
O=C(Nc1ccc(Cl)cc1)N1CCN(C(c2ccc(F)cc2)c2ccc(F)cc2)CC1,96,77,69,93,88,77,77,50
O=c1[nH]c(=O)n2c(c1-c1ccccc1)OC(CBr)C2 (stereo not drawn),119,/,105,104,111,100,/,105
CN(C)c1ccc(/C=C/c2ccnc3c(O)cccc23)cc1,29,54,3.5*,8.2*,-15*,-23*,/,-28*

# Overlap with the part before: two compounds; new compounds follow.
SMILES,SK-MEL-28,HOP-92,A549/ATCC,SK-MEL-5,UACC-257,M14,EKVX,UACC-62
O=c1[nH]c(=O)n2c(c1-c1ccccc1)OC(CBr)C2 (stereo not drawn),119,/,105,104,111,100,/,105
CN(C)c1ccc(/C=C/c2ccnc3c(O)cccc23)cc1,29,54,3.5*,8.2*,-15*,-23*,/,-28*
Cc1nnc(C)n1N,111&137,98&101,104&96,102&98,99&112,105&103,105&110,101&94
c1ccc(OC[C@@H]2CN(Cc3cn4ccccc4n3)CCO2)cc1,/,94,100,98,103,97,90,89
CN(C)CCOc1c(Cc2ccccc2)ccc2ccccc12,106,19,100,84,101,98,75,97
C=C(C)C(=O)O[C@H]1C[C@@]2(C)OC(=CC2=O)/C(C)=C\[C@H]2OC(=O)C(=C)[C@H]12,/,-22*,58,/,-26*,-37*,21,/
C=CCSC(CC)(CC)C(N)=O,140,158,96,96,97,97,103,95
O=C(NO)c1ccc(CN2CCN(c3nc(-c4ccccc4)c4ccccc4n3)CC2)cc1,24,37,1.3*,-96*,43,5.7*,16,-24*
Cc1cc(C)c2c(c1)N(C)c1ncnc(N(C)C)c1CC2C (stereo not drawn),106,88,97,95,/,95,92,86
O=C1C=C(N2CCCCC2)C(=O)c2ccccc21,122,/,100,84,106,102,91,96
COc1ccc(S(=O)(=O)O)c2ccccc12,114,129,103,107,113,96,106,107
c1coc2occoc=2o1,112,86,97,97,106,101,106,102
O=NN(Cc1cccnc1)C(=O)NC1CCCCC1,104,82,94,102,92,107,/,110
COc1ccc(-n2nnc3c(N)c(C#N)c(N)nc32)cc1,112,99,85,101,91,/,50,99
Nc1nc(NC(=O)Nc2ccccc2)nn1-c1ccc(S(N)(=O)=O)cc1,107,87,94,101,95,93,105,98
c1ccc(-c2nn(-c3ccccc3)cc2-c2nc3ccccc3[nH]2)cc1,124,65,96,91,104,114,90,88
O=C(O)c1ccc(-c2nn(-c3ccc(C(=O)O)cc3)cc2CNc2ncccc2F)cc1,109,110,103,96,98,108,87,94
Cc1ccc(C(C)C)cc1Oc1cccc(-c2c(-c3ccc(C(F)(F)F)cc3)ncn2C2CCNCC2)n1,-81*,-86*,-87*,-99*,-88*,-97*,-91*,-94*
Fc1ccc(-c2ccc(F)cc2)cc1,114,98,95,99,96,109,112,105
CCC/C=C(/C=N\NC(N)=S)CC,95,95,96,88,/,98,63,86
COc1ccc(-c2cs/c(=N\N=C\c3cccc(C)c3)n2C)cc1,99,78,93,59,81,/,58,76
Cc1noc(C)c1CSc1ccccc1C(=O)N1CCN(c2cccc(C(F)(F)F)c2)CC1,91,68,74,44,/,72,67,52

# As a short view, 6 of the compounds above:
SMILES,SK-MEL-28,HOP-92,A549/ATCC,SK-MEL-5,UACC-257,M14,EKVX,UACC-62
CCOC(=O)c1ccc(/C=C/c2ccc(S(=O)(=O)O)cc2)cc1,97,85,99,104,102,105,102,92
CC/C=C\C[C@H]1C/C=C2/C(=O)C(Cl)=C[C@@H]2C/C=C\CCCC(=O)O1,-43*,-57*,-9.2*,-63*,/,-47*,-82*,-53*
N#Cc1cccc(C2C3=C(COC3=O)N(CCO)c3cc4c(cc32)CCC4)c1 (stereo not drawn),51,43,12,-3.4*,69,2.6*,41,46
CC(N=C(NC#N)Nc1ccncc1)C(C)(C)C (stereo not drawn),102,/,96,103,101,112,99,107
COc1cc2nc(Cl)nc(NCCO)c2cc1OC,112,96,98,102,99,110,/,108
CC(=O)CC(=O)Nc1ccc(NC(=O)CC(C)=O)cc1,98,106,97,105,108,111,113,102

# Next part
SMILES,SK-MEL-28,HOP-92,A549/ATCC,SK-MEL-5,UACC-257,M14,EKVX,UACC-62
CC(Cc1ccccc1)c1ccccc1 (stereo not drawn),115,/,110,103,102,105,/,111
O=C(CN1CCN(c2cc(=O)n(-c3ccccc3)c3ccccc23)CC1)Nc1nc(-c2ccccc2)cs1,71,/,56,5.3*,48,70,45,64
O=C(Nc1nc2ccc(C(=O)N3CCN(C(=O)c4ccco4)CC3)cc2s1)c1ccc(NCCc2ccccc2)c([N+](=O)[O-])c1,108,84,102,96,102,103,97,78
CCCCCCCCN(CCCCCCCC)CCCCCCCCCN1CCCc2cc(OC)ccc21,101,/,97,109,106,94,82,87
Cc1ccc(S(=O)(=O)NC(=O)O/N=C/c2ccc3c(c2)OCO3)cc1,120,102,101,105,103,106,/,100
CCOC(=O)c1sc2ccc(N)cc2c1NC(=O)c1ccccc1,109,63,104,101,/,112,/,92
CCCc1c(CC)cc(CC)c[n+]1-c1ccccc1,106,93,91,100,/,97,94,96
N#Cc1ccc(-c2cc3cc(Br)ccc3oc2=O)n(N)c1=O,95,/,96,89,95,84,82,68
CCC1C(c2ccccc2)=CCC(C(=O)O)C1C (stereo not drawn),112,104,102,115,91,100,113,101
CC[C@]12C=CCN3CC[C@@]4(c5ccc(OC)cc5N(C)[C@H]4[C@@](O)(C(=O)OC)[C@@H]1OC(=O)CCCN[C@H](Cc1cc4ccccc4[nH]1)C(=O)OC)[C@@H]32,103,/,103,99,105,103,105,98
Nc1c(C(=O)Nc2ccccc2Cl)sc2nc3c(cc12)CCCCCC3,58,39,29,33,58,34,/,/
NS(=O)(=O)c1ccc(CCNC(=O)CSc2nccc(=O)[nH]2)cc1,104,108,103,100,105,94,107,97
CC(=O)OCC(OC(C)=O)C(OC(C)=O)C(CNc1cc(C)c(C)cc1N=Nc1ccc([N+](=O)[O-])cc1)OC(C)=O (stereo not drawn),105,75,90,99,90,88,81,62
COc1cc(-c2cc(-c3cc(OC)c(OC)c(OC)c3)nc(N3CCOCC3)c2C#N)ccc1O,113,81,112,90,114,110,103,65
O=c1c2c3c(sc2n2c(=O)[nH]nc2n1Cc1ccccc1)CCCC3,112,85,81,98,95,112,99,107
Nc1c(C(=O)Nc2cccc3ccccc23)sc2nc3c(cc12)CN(CCc1ccccc1)CC3,101,83,90,83,106,87,92,84
COC(=O)CN(C(C)=O)c1ccccc1C(=O)OC,121,84,96,100,/,100,107,96
C=C(C)[C@@H]1CC[C@]2(C)[C@H](C(=O)C=C3[C@@H]4C[C@](C)(C(=O)N5CCN(C)CC5)CC[C@]4(C)CC[C@]32C)[C@@]1(C)CCC#N,-90*[100 µM],-46*[100 µM],-67*[100 µM],-95*[100 µM],-77*[100 µM],-63*[100 µM],-21*[100 µM],-89*[100 µM]
COc1cc([N+](=O)[O-])c(C)cc1NC(=O)c1ccc(OC)c(OC)c1,106,/,96,94,103,109,97,97
Fc1ccc(-c2nn3c(-c4cc(C(F)(F)F)cc(C(F)(F)F)c4)nnc3s2)cc1,72,-20*,33,56,77,65,71,53
O=C(CC1(O)C(=O)Nc2c(Cl)ccc(Cl)c21)c1ccc(Cl)cc1 (stereo not drawn),101,107,100,96,96,97,88,98
S=C(S)Nc1ccc(Cc2ccc(NC(=S)S)cc2)cc1,111,/,93,106,102,104,88,101
CC1=Nc2cnc(Nc3cccc(S(=O)(=O)N4CCC(O)CC4)c3)nc2Nc2ccccc21,95,71,88,86,102,85,91,75
CCC(C)(C)N(CC(=O)O)CC(=O)O,105,87,94,96,91,100,/,93
Cc1c(Br)c(=O)n(-c2ccccc2)n1C,114,90,94,110,98,109,126,105
C[C@]1(CO)O[C@@H](n2cc(F)c(=O)[nH]c2=O)C[C@@H]1O,78,61,20,41,/,39,59,47
COC(=O)C1=CCC[C@@H]2[C@@](C)(CC(=O)c3ccoc3)[C@H](C(=O)OC)CC[C@@]12C,105,67,96,96,105,108,101,91
N#Cc1c(-c2ccc(Cl)cc2)nc(SCc2ccccc2)nc1N1CCOCC1,95,/,94,85,104,101,92,70
CCOc1ccc(NC(=S)/N=C/c2c(O)cc(C)oc2=O)cc1,119,78,92,98,89,100,105,87
CC1Cc2c(NCc3ccccc3)ncnc2N(C)c2ccc(Cl)cc21 (stereo not drawn),72,70,46,72,73,41,75,48
COc1cc(/C=C2\C(=O)N(CC(O)COc3cc(O)c4c(=O)cc(-c5ccccc5)oc4c3)c3ccccc32)cc(OC)c1O (stereo not drawn),92,82,95,50,110,89,79,/
COc1ccc2cc(C(C)C(=O)Nc3ccc(C(=O)Nc4ccc(S(=O)(=O)N=C(N)N)cc4)cc3)ccc2c1 (stereo not drawn),116,122,101,102,111,97,140,87
Cc1[nH]c(C(=O)Nc2ccc(C(N)=O)cc2OC(C)C)c(Cl)c1Cl,106,73,100,99,106,108,86,106
COc1ccc(/C=C/C(=O)N2CCC(O)CC2)cc1OC1CCCC1,115,96,91,99,101,107,/,98
COc1ccc(/C=C2\CCC3C(CCCC34OCCO4)C2=O)cc1 (stereo not drawn),95,92,90,87,91,96,/,81
CC(c1cc2ccccc2s1)N(O)C(N)=O (stereo not drawn),104,159,105,101,115,98,108,106
O=C(N[C@@H](C1CC1)C(F)(F)F)c1cc(-c2cnn3cc(-c4ccc(F)cc4)cnc23)cs1,91,85,67,84,97,/,88,67
Cc1ccc(S(=O)(=O)C2=C3C(=C(c4ccccc4)c4ccccc43)CN(S(=O)(=O)c3ccc(C)cc3)C2)cc1,88,3.2*,71,82,91,71,78,37
COc1ccncc1S(=O)(=O)NC(=O)Nc1ccc(Cl)c(Cl)c1,120,81,45,120,-33*,/,85,67
O=C(O)C(O)c1ccc(-c2ccccc2)cc1 (stereo not drawn),114,93,89,101,88,102,105,107
O=c1oc2ccccc2cc1-c1nn(-c2ccccc2)cc1-c1nc2ccccc2[nH]1,99,/,70,83,/,93,77,88
O=C1/C(=C/c2ccccc2)SC(=S)N1N1CCOCC1,109,105,103,100,102,108,107,89
O=C(CNC(=O)c1ccccc1)c1ccccc1,113,139,96,111,107,110,111,111
N#Cc1c(-c2cccs2)cc(-c2cnccn2)nc1SCC(=O)N/N=C/c1ccccc1,44,42,47,4.1*,68,37,56,55
O=[N+]([O-])c1ccc(/C=C/CCOc2ccccc2)cc1,108,94,95,104,108,104,/,99
Oc1c(Cl)cc(Cl)cc1Sc1cc(Cl)cc(Cl)c1O,95&28&58,-28*!,8.2*!,51&48,-16*!,105&35&69,89&23&50,-29*!
O=C(CCN1C(=O)CCC1=O)Nc1ncc(Cc2cccc(Cl)c2)s1,117,100,103,99,103,115,101,87
C=C(C)C(=O)N1CCN(C(=O)C(=C)C)c2ccccc21,108,58,/,100,99,96,96,/
O=C(NNc1nc2cc(F)ccc2n2c(CN3CC4(COC4)C3)ccc12)c1cnccn1,21,45,13,-20*,-8.4*,-26*,18,5.6*
